Source: PubChem BioAssay (several laboratories)
E coli Lon inh: inhibitors of E. coli Lon protease, primary screen, biochemical, fluorescence polarization. purified E. coli Lon protease. inhibition, % at 7.94 µM. 360,000 compounds, 0.42% hits; in the data active = inhibition above about 13%, passing the limit was not always enough;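 note: 0% = enzyme with probe and DMSO and 100% = no enzyme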
FAS TE block: FAS thioesterase domain inhibitors, primary screen, biochemical, fluorescence intensity, uHTS | inhibition, % at 15 µM | Fatty acid synthase (Homo sapiens), P49327 | 360,000 compounds, 0.67% hits | recombinant FAS-TE, OMFH fluorogenic substrate, fluorescence endpoint | AID 602261, 2012;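 active = compounds whose normalised, plate-corrected inhibition of enzyme fluorescence in the single-dose primary screen is 50% or more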;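 note: 0% = DMSO with enzyme and 100% = substrate without enzyme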
Target sequence (P49327 whole entry, looked up, the tested form may be a part): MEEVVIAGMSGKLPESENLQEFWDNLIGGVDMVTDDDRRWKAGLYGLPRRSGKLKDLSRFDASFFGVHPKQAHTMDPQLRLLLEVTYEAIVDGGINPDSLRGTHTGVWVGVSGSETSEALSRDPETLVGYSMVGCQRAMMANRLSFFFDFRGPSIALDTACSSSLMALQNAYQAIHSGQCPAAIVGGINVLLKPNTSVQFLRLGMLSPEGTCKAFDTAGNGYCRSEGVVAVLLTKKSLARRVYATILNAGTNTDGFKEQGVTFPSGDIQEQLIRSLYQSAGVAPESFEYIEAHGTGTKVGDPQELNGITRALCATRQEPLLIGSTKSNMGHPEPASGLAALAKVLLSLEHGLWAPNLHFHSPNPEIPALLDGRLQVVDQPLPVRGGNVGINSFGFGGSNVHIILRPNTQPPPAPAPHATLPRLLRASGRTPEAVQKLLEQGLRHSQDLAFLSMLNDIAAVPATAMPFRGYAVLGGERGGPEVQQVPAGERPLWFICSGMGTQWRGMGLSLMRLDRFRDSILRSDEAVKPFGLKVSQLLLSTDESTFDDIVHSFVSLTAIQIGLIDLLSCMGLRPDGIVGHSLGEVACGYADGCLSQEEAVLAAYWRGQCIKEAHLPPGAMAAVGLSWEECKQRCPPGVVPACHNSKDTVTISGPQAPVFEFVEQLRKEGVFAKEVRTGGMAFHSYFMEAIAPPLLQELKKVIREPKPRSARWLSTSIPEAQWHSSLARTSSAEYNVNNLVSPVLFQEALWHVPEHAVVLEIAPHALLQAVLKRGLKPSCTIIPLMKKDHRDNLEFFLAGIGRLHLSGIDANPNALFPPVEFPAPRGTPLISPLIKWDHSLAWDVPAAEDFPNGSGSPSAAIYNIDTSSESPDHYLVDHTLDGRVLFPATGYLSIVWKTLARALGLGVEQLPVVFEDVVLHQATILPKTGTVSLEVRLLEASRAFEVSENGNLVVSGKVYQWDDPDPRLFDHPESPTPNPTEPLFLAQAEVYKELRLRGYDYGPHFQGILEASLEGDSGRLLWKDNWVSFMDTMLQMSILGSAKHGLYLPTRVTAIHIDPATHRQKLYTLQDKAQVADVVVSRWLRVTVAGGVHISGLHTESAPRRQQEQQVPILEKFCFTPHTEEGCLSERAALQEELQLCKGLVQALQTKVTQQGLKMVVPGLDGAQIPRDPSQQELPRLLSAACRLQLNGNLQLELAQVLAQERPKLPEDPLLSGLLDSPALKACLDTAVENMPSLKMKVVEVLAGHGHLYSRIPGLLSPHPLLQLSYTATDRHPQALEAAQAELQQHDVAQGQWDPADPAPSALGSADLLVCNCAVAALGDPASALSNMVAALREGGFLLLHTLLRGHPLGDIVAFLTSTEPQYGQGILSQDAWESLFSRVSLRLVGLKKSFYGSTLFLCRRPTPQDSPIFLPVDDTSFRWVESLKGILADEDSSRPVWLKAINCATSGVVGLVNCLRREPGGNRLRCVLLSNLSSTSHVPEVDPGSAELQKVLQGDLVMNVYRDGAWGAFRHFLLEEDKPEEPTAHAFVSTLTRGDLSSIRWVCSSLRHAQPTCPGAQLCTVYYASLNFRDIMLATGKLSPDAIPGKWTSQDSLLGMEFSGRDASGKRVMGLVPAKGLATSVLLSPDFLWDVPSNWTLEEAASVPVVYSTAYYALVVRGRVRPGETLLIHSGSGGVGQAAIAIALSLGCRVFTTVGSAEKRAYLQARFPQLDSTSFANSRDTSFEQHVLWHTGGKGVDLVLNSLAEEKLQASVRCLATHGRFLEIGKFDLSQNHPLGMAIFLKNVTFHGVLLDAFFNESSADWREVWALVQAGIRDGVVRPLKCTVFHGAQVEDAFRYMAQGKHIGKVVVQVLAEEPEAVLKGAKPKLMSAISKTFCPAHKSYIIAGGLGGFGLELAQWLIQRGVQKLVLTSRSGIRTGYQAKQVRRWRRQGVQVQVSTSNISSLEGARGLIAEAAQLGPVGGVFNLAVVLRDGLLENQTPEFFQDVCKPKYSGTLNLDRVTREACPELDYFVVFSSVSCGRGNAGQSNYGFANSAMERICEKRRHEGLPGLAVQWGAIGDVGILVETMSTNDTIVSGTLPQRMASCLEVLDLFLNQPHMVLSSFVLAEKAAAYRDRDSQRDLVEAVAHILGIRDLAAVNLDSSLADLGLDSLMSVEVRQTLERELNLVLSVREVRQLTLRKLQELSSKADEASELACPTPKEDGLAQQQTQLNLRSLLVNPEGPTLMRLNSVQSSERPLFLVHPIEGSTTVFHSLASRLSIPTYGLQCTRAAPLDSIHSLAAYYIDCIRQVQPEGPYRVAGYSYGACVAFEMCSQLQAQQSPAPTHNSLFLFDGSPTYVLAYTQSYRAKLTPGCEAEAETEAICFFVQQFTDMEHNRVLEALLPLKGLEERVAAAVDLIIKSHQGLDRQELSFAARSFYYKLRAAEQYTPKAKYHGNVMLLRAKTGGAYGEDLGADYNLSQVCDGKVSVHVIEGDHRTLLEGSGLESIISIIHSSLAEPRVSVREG
SKN-1 block: suppressors of acrylamide-induced Pgst-4::GFP reporter in worms, primary screen, SKN-1 inhibitor project, whole organism, uHTS, GFP/RFP fluorescence ratio, strain VP596; C. elegans VP596 Pgst-4::GFP/RFP ratio, 24 h; inhibition, % at 21.8 µM; 360,000 compounds, 0.49% hits;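 active = interference check ratio from 0.5 to 1.5 plus GFP to RFP signal ratio inhibition reaching or exceeding a fixed threshold, cut at about 30% in these data, passing the limit was not always enough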; note: some compounds called inactive have numbers as strong as hits
NRP1-CendR mod: modulators of CendR peptide binding to NRP-1, primary screen, biochemical, fluorescence polarization, uHTS; inhibition, % at 25 µM; AID 602438, 2012; 360,000 compounds, 0.85% hits; FAM-RPARPAR peptide binding to NRP-1; Neuropilin-1 (Homo sapiens), O14786;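 active = inhibition or corrected inhibition above about 18%, plus a signal ratio from 0.5 to 1.5, limit read from the data, passing the limit was not always enough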; note: strong numbers were not always called active
MsrA inhibitor: bovine MsrA enzyme inhibitors, primary screen, biochemical, absorbance, HTS. Methionine sulfoxide reductase A (Bos taurus). purified bovine MsrA, absorbance read-out. inhibition, % at 15.5 µM. 360,000 compounds, 0.75% hits; in the data active = inhibition above about 4.5%;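 note: 0% = vehicle wells with enzyme and 100% = reference inhibitor wells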
bovine MsrA act: bovine MsrA enzyme activators, primary screen, biochemical, absorbance, HTS; purified bovine MsrA, absorbance read-out; activation, % at 10.6 µM; 360,000 compounds, 0.3% hits; AID 602163, 2012; in the data active = activation above about 7.5%;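 note: 0% = vehicle and 100% = reference activator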
Rin1-Abl PPI inh: inhibitors of Rin1-Abl protein binding, primary screen, biochemical, TR-FRET. Tyrosine-protein kinase ABL1 (Homo sapiens) + Ras and Rab interactor 1 (Homo sapiens), …. inhibition, % at 7.35 µM. 360,000 compounds, 0.4% hits. AID 588664, 2011; in the data active = inhibition above about 5%, passing the limit was not always enough
Neddyl block: inhibitors of cullin neddylation, primary screen, biochemical, TR-FRET, uHTS, NAE and Ubc12. 360,000 compounds, 0.58% hits. calls only at 25 µM; in the data active = inhibition above about 36%
MT1-MMP act inh: blockers of MT1-MMP proenzyme processing, primary screen, HT1080 RFP-PRO-GFP cells, GFP/RFP fluorescence. Matrix metalloproteinase-14 (Homo sapiens), P50281. 360,000 compounds, 0.061% hits. GFP/RFP ratio fluorescence, overnight; percent of plate control window, DMSO zero. GFP/RFP ratio change, % at 20 µM. AID 651647, 2012;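 active = GFP/RFP ratio change of at least 30% with cell ATP level not reduced by more than half and red fluorescence within 50% of control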; note: strong numbers were not always called active
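Assay system: RFP-PRO-GFP reporter HT1080 cells; read-out basis: GFP/RFP fluorescence ratio; benchmarks: DMSO wells and RFP-L50D-GFP cells; doses: 20 µM single dose, 1% DMSO; schedule: overnight cell settling, then overnight compound exposure, 37 °C, 5% CO2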
Starred values were filed as active, the others as inactive; i = inactive; nt = no result given; + = active, no number.

Each structure is followed by: E coli Lon inh	FAS TE block	SKN-1 block	NRP1-CendR mod	MsrA inhibitor	bovine MsrA act	Rin1-Abl PPI inh	Neddyl block	MT1-MMP act inh
1	Cc1ccccc1-c1nc(Cc2ccccc2)no1
 : -2	11	24	2	0.6	-4	0	i	8
2	Cc1c(C(=O)NCc2ccc([N+](=O)[O-])cc2)sc(=O)n1Cc1ccc(-c2ccccc2)cc1
 : -2	35	-2	-10	1.6	-7	-2	i	0
3	Cc1ccc(OC(C)C(=O)Nc2cc(C)on2)cc1 (configuration not stated)
 : -1	-7	8	-11	-0.6	-6	-2	i	-2
4	Nc1nonc1NN=C1CCCCC1
 : 14	-6	-2	-3	1.0	-7	-4	i	0
5	CCOC(=O)C(CC)(CC)/C(C)=N/NC(=O)CC#N
 : -5	-6	-2	-7	0.6	-3	-3	i	-5
6	COc1ccc(NC(=O)C(CC(C)C)NC(=O)C2CCCCC2)c(OC)c1 (configuration not stated)
 : -1	2	8	-6	0.8	-3	1	i	-1
7	COc1ccc(-c2nc3ccc(C)cn3c2CC2CCCCC2)cc1OC
 : -20	8	3	-24	2.0	-1	-1	i	-2
8	O=C(N/N=C/c1cc([N+](=O)[O-])ccc1O)c1ccncc1
 : 6	40	-3	-2	2.1	-3	-5	i	0
9	O=C(c1ccccc1)C1CCN(c2ncccc2[N+](=O)[O-])CC1
 : 2	26	-8	-7	0.7	-5	-3	i	1
10	CC(C)OC(=O)C[N+](C)(C)CCN1C(=O)C2C(c3ccccc3)C=CC(c3ccccc3)C2C1=O (configuration not stated)
 : 1	1	3	12	0.1	-1	2	i	-2
11	CC(Oc1ccccc1)C(=O)Nc1ccc(S(=O)(=O)NCC2CCCO2)cc1 (configuration not stated)
 : -6	-6	5	7	-0.3	-3	0	i	4
12	Cc1ccc(C)c(OCCC(=O)OCC(=O)NC(=O)NCc2ccccc2)c1
 : 2	2	-1	-19	0.2	-3	0	i	2
13	COC(=O)c1c(NC(=O)CN(C)CC(=O)Nc2ccc(C)cc2)sc2c1CCC(C)C2 (configuration not stated)
 : -1	25	0	-7	-1.3	0	1	i	-6
14	O=C(NC(=S)Nc1ccccc1)c1ccc(Br)o1
 : -1	5	4	-10	-0.2	-2	-3	i	1
15	Cc1cc([N+](=O)[O-])nn1CC(=O)NC1CCCCC1
 : -3	1	6	11	-0.5	-3	1	i	-1

Next records follow:
Each structure is followed by: E coli Lon inh	FAS TE block	SKN-1 block	NRP1-CendR mod	MsrA inhibitor	bovine MsrA act	Rin1-Abl PPI inh	Neddyl block	MT1-MMP act inh
16	Cc1cc(=O)oc2cc3c(cc12)OCO3
 : -6	-1	13	4	3.7	-6	-1	nt	-1
17	CCOC(=O)C(C)C1(O)c2ccccc2-c2ncccc21 (configuration not stated)
 : -3	-6	37*	4	0.5	1	-1	i	6
18	COc1ccc(C(CNC(=O)c2cccc(S(=O)(=O)Nc3ccc(C)cc3)c2)N2CCOCC2)cc1 (configuration not stated)
 : -2	7	-6	0	0.9	-10	1	i	8
19	CCCCC(=O)N1CCCC(c2nc3c(nnn3Cc3cc(C)ccc3C)c(=O)[nH]2)C1 (configuration not stated)
 : 4	4	-9	-5	-0.8	3	2	i	-3
20	O=C(CN1CCN(c2ncccn2)CC1)NCc1ccccc1
 : 8	-9	-5	-19	-0.2	-6	3	i	2
21	O=C1c2ccccc2C(c2nnnn2-c2ccc3c(c2)OCCO3)N1C1CC1 (configuration not stated)
 : -2	-9	0	-21	0.2	-9	nt	i	1
22	O=C(Nc1cc(Cl)cc(Cl)c1)Nc1cnccn1
 : -5	1	19	-4	-0.3	-3	-1	i	-9
23	CCCCn1c(/N=C/c2cc(OC)ccc2O)nc2ccccc21
 : 0	-6	-17	-9	0.1	-3	-1	i	1
24	CSc1ccccc1OCc1cc(C(=O)N2CCC(c3ccncc3)CC2)no1
 : -7	4	2	3	-0.5	-4	2	i	10
25	COCCNC(=O)/C(C#N)=C/c1ccc(N2CCOCC2)o1
 : i	-28	13	-164	0.0	-5	-25	i	-49
26	COC(=O)c1ccc(NC(=O)c2ccccc2SC)cc1
 : 8	1	5	-6	-0.2	-7	1	i	1
27	CC1CCN(C(C(=O)O)c2ccccc2)CC1 (configuration not stated)
 : -3	-6	-2	4	0.0	-3	3	i	2
28	O=C(Nn1c(-c2ccccc2)nc2ccccc2c1=O)c1ccco1
 : 5	-7	-2	3	0.7	-3	-1	i	3
29	Cc1ccc2[nH]cc(C(=O)CN3CCOCC3)c2c1
 : -4	-8	6	4	nt	-7	-1	i	2
30	Cc1ccc(S(=O)(=O)N(Cc2cccnc2)Cc2cc3ccccc3[nH]c2=O)cc1
 : -18	0	12	15	1.3	-1	4	i	-1

Additional results.
Each structure is followed by: E coli Lon inh	FAS TE block	SKN-1 block	NRP1-CendR mod	MsrA inhibitor	bovine MsrA act	Rin1-Abl PPI inh	Neddyl block	MT1-MMP act inh
31	O=c1[nH]cnc2ncc(-c3ccc(O)cc3)nc12
 : 4	-4	4	-14	0.2	-5	-6	i	2
32	O=C(CCS(=O)(=O)Cc1ccccc1)NC1CCCCC1
 : 9	-7	2	12	0.1	1	1	i	1
33	CCC1(CC)SCCNC1=O
 : 4	-4	0	7	1.5	-1	0	i	-2
34	CN(C(=O)CSc1nnc(C(F)(F)F)n1N)C1CCS(=O)(=O)C1 (configuration not stated)
 : -10	-6	-7	2	0.6	-4	-7	i	2
35	CCN(CC)C(=O)Cn1cc(C(=O)C(=O)NCCCn2ccnc2)c2ccccc21
 : -4	0	-12	7	0.3	-3	0	i	-4
36	CN(C)c1ccc(-c2ccnc3c2CC(C)(C(=O)NCCc2ccccc2)O3)cc1 (configuration not stated)
 : -11	11	16	-1	0.3	-2	-3	nt	-1
37	CN(c1ccccc1)S(=O)(=O)c1ccc(C(=O)NCc2ccco2)cc1
 : -12	3	9	1	-0.1	0	-6	i	5
38	COc1cc(Nc2ncnc(N)n2)cc(OC)c1
 : -6	-5	-1	12	1.7	-5	1	i	-2
39	CC(C)CC(=O)NCc1ccc2[nH]c3c(c2c1)CCCC3
 : -7	-6	-1	7	-1.1	-5	1	i	-6
40	COc1ccc2nc(Nc3nc(-c4cc5ccccc5oc4=O)cs3)sc2c1
 : 3	-5	10	-15	0.5	-2	1	i	2
41	O=C(O)C1CC(=O)N(c2ccc(OCc3ccccc3Cl)cc2)C1 (configuration not stated)
 : -8	-4	6	6	-0.6	-1	-1	i	3
42	C/C(=N\NC(=O)c1nnn(-c2nonc2N)c1CSc1ccc(C)cc1)c1cccs1
 : -12	-3	4	2	0.0	-6	-2	i	4
43	Cc1ccc(S(=O)(=O)NCC(=O)OCC(=O)Nc2cccc(S(=O)(=O)NC3=NCCCCC3)c2)cc1
 : -1	-6	-15	7	-0.3	0	3	i	3
44	CN1CCN(c2ccc(NC(=O)c3ccco3)cc2Cl)CC1
 : -6	1	4	8	0.6	-2	2	i	-5
45	C=CCN1C(=O)C2C(C(=O)NCc3ccccc3)C3(C)C=CC2(O3)C1C(=O)NC(C)(C)C (configuration not stated)
 : 1	-2	-8	-6	-1.0	0	-1	i	6

(continued)
Each structure is followed by: E coli Lon inh	FAS TE block	SKN-1 block	NRP1-CendR mod	MsrA inhibitor	bovine MsrA act	Rin1-Abl PPI inh	Neddyl block	MT1-MMP act inh
46	O=C(COC(=O)c1ccccc1C(=O)c1ccc(Cl)cc1)NCC1CCCO1 (configuration not stated)
 : 7	-5	6	-8	-0.7	-4	0	i	-1
47	Cc1ccc(N(Cc2ccccc2)C(=O)c2ccc(F)cc2)cc1
 : -10	15	15	-4	-0.3	-2	2	i	-2
48	CN(C(=O)COC(=O)CNC(=O)c1ccccc1F)C1CCCCC1
 : -7	-4	-5	11	-1.1	-9	5	i	0
49	O=C(NCc1cccnc1)C1CCCN1S(=O)(=O)c1ccc(Cl)cc1 (configuration not stated)
 : -5	-4	-1	-24	-1.1	0	2	i	1
50	O=c1c(C(c2ccc(O)cc2)c2c(O)nc3n(c2=O)CCCS3)c(O)nc2n1CCCS2
 : 0	-10	7	-1	0.2	-1	1	i	0
51	O=C(Nc1cccnc1Cl)c1cc(-c2cccc(O)c2)on1
 : 4	-4	15	-6	-0.2	-5	4	+	-2
52	Cc1cccc(Nc2nc(NCc3ccco3)nc(N)c2[N+](=O)[O-])c1
 : -1	4	-1	4	-0.8	-3	-2	i	-1
53	O=C(CCCn1c(=O)[nH]c2cc(Cl)ccc2c1=O)NCCN1CCN(c2ccccc2)CC1
 : 1	-3	5	1	0.1	-4	-1	i	-1
54	O=C(O)c1nc2nc(Cl)c(Cl)nc2[nH]1
 : -5	-3	20	-8	4.3	-2	-4	i	2
55	Cc1cc(NC(=O)CSc2ccc3nnc(-c4ccccc4)n3n2)no1
 : 0	-2	0	-20	1.7	0	-2	nt	0
56	CSc1nc2sc3c(c2c(=O)[nH]1)CCCC3
 : 6	-1	9	6	2.2	-5	-5	i	1
57	COc1ccc(NC(=O)/C(Cl)=C(/Cl)S(=O)Cc2ccccc2)cn1 (configuration not stated)
 : -3	39	11	5	1.6	-8	5	i	-21
58	O=C(/C=C/c1ccccc1)c1cc(Br)ccc(=O)c1O
 : -9	8	-11	-66	1.6	-8	1	i	-5
59	CC(O)CCC(=O)NNC(=S)Nc1ccccc1 (configuration not stated)
 : 3	-3	8	6	-0.9	-5	-2	i	2
